# AID2073 – inhibitors of Mint1-CaV2.2 protein interaction, biochemical, HTRF (AID 2073). hit rate 0.19% among 290,000. HTRF protein-protein interaction, Mint1-CaV2.2; higher % means a stronger effect. one-dose inhibition, % at 20 µM; IC50 in µM for titrated hits; in the data active = inhibition mostly above about 51%, no sharp cut-off; inconclusive = no clear call, values can overlap the other calls; inactive = mostly below about 53%; note: some results filed as inactive read as strong as hits
# Hep lipid drop – modulators of hepatic lipid droplet formation; hit rate 0.4% among 240,000; AML12 mouse hepatocytes, oleate lipid droplets, BODIPY imaging; inhibition, % at 6.5 µM;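 active = lipid droplet intensity inhibited by at least 50%, with more than 500 cells counted; inconclusive = wells with under 300 cells, treated as cytotoxic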
#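 System: AML12 hepatocytes (mouse). Probe or stimulus: oleic acid at 100 µM to induce lipid droplet formation. Times: overnight treatment with compound plus oleate. Detection: Image-based BODIPY and DAPI two-channel analysis. Evaluation: percent inhibition of filter-corrected integrated lipid droplet intensity per well.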
# Myeloid diff 2 – compounds promoting myeloid differentiation | ER-HoxA9 myeloid progenitors, lysozyme-GFP differentiation, flow cytometry | calls only at 10 µM | hit rate 1% among 360,000 | AID 624256;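 active = normalized GFP-positive differentiation at or above the plate's own cutoff, the solvent-only control mean plus 3 SD; inconclusive = no clear call, values can overlap the other calls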;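 note: cells exposed to compound for four days before flow analysis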
# NS5 inhibitors – flavivirus cap methylation enzyme inhibition – biochemical, confirmation dose response, primary screen (AID 588689); Dengue-2 NS5 methyltransferase capping enzyme assay, biochemical; higher % means a stronger effect; inhibition, % at 25 µM; hits with a dose series show IC50 in µM; hit rate 0.3% among 340,000; in the data active = a potency from the dose series; inconclusive = inhibition above about 29% without an active follow-up result
# XIAP antagonists – XIAP antagonists, biochemical, IAP family, fluorescence polarization (AID 1018). XIAP BIR domain, fluorescence polarization peptide displacement; higher % means a stronger effect. displacement, % at 20 µM, or IC50 in µM where a hit was titrated. hit rate 0.007% among 200,000; in the data active = displacement above about 50%; note: a part of the inactive calls stands beside numbers as strong as those of hits
# SIAH1 antagonists – blockers of Siah-1 interaction with plectin peptide – biochemical, fluorescence polarization, rhodamine-plectin, uHTS, primary screen (AID 1817) | Siah-1 / rhodamine-plectin peptide fluorescence polarization; higher % means a stronger effect | displacement, % at 20 µM; hits with a dose series show IC50 in µM | hit rate 0.02% among 290,000;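 active = displacement of at least 50% at 20 µM, with a fluorescence ratio check between 0.3 and a set limit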;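 note: plate controls were Siah plus tracer with DMSO for no effect and tracer alone without Siah for full effect; strong numbers were not always called active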
# NOD2 inhibition – NOD2 signaling inhibitors, cell-based, luminescence, uHTS, HEK293 (AID 1566). HEK293 NOD2/NF-kB luciferase reporter, luminescence; higher % means a stronger effect. inhibition, % at 4 µM; hits with a dose series show EC50 in µM. hit rate 0.63% among 290,000; note: many of its hits are not listed in these tables
# HIV peptide binding – inhibitors of HIV fusion peptide binding, primary screen, biochemical, uHTS, fluorescence dequenching (AID 1986) | cell-free peptide binding, fluorescence dequenching, 30 min; higher % means a stronger effect | inhibition, % at 20 µM; hits with a dose series show IC50 in µM | hit rate 0.3% among 290,000; in the data active = inhibition mostly above about 52%, no sharp cut-off; inactive = mostly below about 76%; note: some results filed as inactive read as strong as hits
# LYP phosphatase – inhibitors of LYP phosphatase, biochemical, fluorescence intensity, uHTS (AID 1779) | inhibition, % at 11.5 µM, or IC50 in µM where a hit was titrated | hit rate 0.054% among 290,000 | recombinant LYP phosphatase, fluorescence intensity; higher % means a stronger effect;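 note: plate controls were vehicle with enzyme for no effect and no enzyme for full effect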
# Hep lipid drop cells 6.5 µM – also measured in Hep lipid drop; calls as there; cell count; measured here: cell count, cytotoxicity flag;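 cells counted across two imaged fields per well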
# NS5 inhibitors pilot replicate – second read-out of NS5 inhibitors, no call of its own (marks repeat the call); inhibition, %; measured here: pilot screen replicate inhibition
# Myeloid diff 2 GFP+ MAC1+ % – also measured in Myeloid diff 2; calls as there; GFP+ MAC1+ double positive, %; measured here: differentiation confirmed by MAC1 staining
# * marks the source's active call; other numbers are inactive results; i = inactive; ? = inconclusive; · = not tested or not shown. Cut-off read from the data, not from the text of the source, unless noted: active = inhibition above about 50%; inactive = the rest.
SMILES,AID2073,Hep lipid drop,Hep lipid drop cells 6.5 µM,Myeloid diff 2,Myeloid diff 2 GFP+ MAC1+ %,NS5 inhibitors,XIAP antagonists,SIAH1 antagonists,NOD2 inhibition,HIV peptide binding,LYP phosphatase,others
COCCNC(=O)C(C)OC(=O)c1cc2occc2n1C (configuration not stated),1%,0,652,i,14,-1%,-3.3%,-5%,4%,0.0%,-2%,
COc1ccc(NC(=S)N(CCc2c(C)[nH]c3ccc(C)cc23)Cc2ccco2)cc1,-7%,-7,713,i,2.6,-6%,-11%,-11%,-5%,3.1%,0%,
CCOC(=S)SCC(=O)N1CCc2cc(OC)ccc2C1C1C(=O)CCCC1=O (configuration not stated),2%,-25,572,i,0.3,-2%,-5.8%,0%,5%,0.3%,-6%,
CC(C)CNC(=O)c1ccccc1Oc1ccccc1,3%,2,734,i,0.8,-1%,-3.7%,2%,11%,-3.7%,-11%,
O=S(=O)(c1ccc(Cl)cc1)n1cnc2ccccc21,0%,2,796,i,1.0,3%,·,1%,-2%,-0.3%,-10%,
CCCCN=CC1=C(O)C(C(=O)OC)C(C)(C)CC1=O (configuration not stated),-6%,-5,643,i,1.7,-5%,-4.6%,-1%,0%,1.5%,-1%,
Cn1nc(C(=O)NC2CCCN(Cc3ccccc3F)C2)c2ccccc2c1=O (configuration not stated),5%,-54,693,i,0.9,-6%,·,4%,12%,-1.0%,-6%,
CCNC(=S)Nc1cc2oc3ccccc3c2cc1OC,-4%,-2,693,i,5.5,-1%,·,8%,5%,-0.4%,-8%,
CCCC(=O)NC(=S)Nc1ccc(Cl)cn1,-12%,6,805,i,0.5,-6%,-3.6%,-3%,3%,-1.2%,-11%,
O=C(Cn1ncc(Cl)c(Cl)c1=O)N1CCOCC1,0%,-27,642,?,·,·,-3.4%,4%,24%,0.8%,-1%,
O=C(NC(=S)N1CCOCC1)C12CC3CCC(CC(C3)C1)C2,-13%,3,699,i,0.4,-8%,-0.3%,1%,8%,-1.1%,-9%,
COc1cc(/C=C(\C#N)C(=O)N2CCc3ccccc32)ccc1O,1%,-1,655,i,0.1,-89%,·,-4%,12%,1.3%,0%,
COc1ccc(CNC(=O)COC(=O)c2ccccc2OCC(=O)Nc2ccc(SC(F)F)cc2)cc1,35%,-5,703,i,0.5,-13%,·,0%,14%,-0.5%,-4%,
C=CCC(O)(CC=C)CNC(=O)C1CCC(=O)N(CCCc2ccccc2)C1 (configuration not stated),2%,-1,822,i,0.6,18%,·,6%,5%,0.3%,-3%,
Cc1ccc(OCc2nnnn2-c2ccccc2)cc1,7%,22,660,i,0.0,-1%,-7.0%,0%,21%,-0.9%,-1%,
O=C(Nc1ccc(F)cc1)N(Cc1cccs1)Cc1cc2cc3c(cc2[nH]c1=O)OCO3,-1%,-12,649,i,0.4,-10%,-4.0%,3%,-25%,1.2%,2%,
Cc1ccc(S(=O)(=O)Nc2ccc(O)c3ncccc23)cc1,-7%,12,619,?,·,-2%,-3.0%,-11%,9%,-0.9%,-5%,
CC(=O)Nc1cc(N2C(=O)CCC2=O)ccc1Cl,3%,8,761,i,0.8,-8%,-6.7%,4%,4%,0.3%,0%,
Cc1cc(C)c2c(N)c(C(=O)N/N=C/c3cccnc3)sc2n1,6%,16,689,i,0.2,·,·,-5%,-130%,-0.5%,7%,
CC(=O)OCCCCCCCCCCC[N+]1(C)CCCCC1,-7%,0,750,i,0.6,9%,-4.2%,5%,24%,-1.7%,-5%,
COc1ccc(-c2nn(-c3ccccc3)cc2/C=C/C(=O)N2CCN(c3ccccn3)CC2)cc1,39%,11,719,i,1.8,-13%,-2.1%,-3%,-2%,0.5%,3%,
C[C@@H](C(=O)NCc1ccc(S(C)(=O)=O)cc1)[C@H]1C[C@]1(C)[C@H](NC(=O)OCc1ccccc1)c1ccccc1,-9%,-26,686,·,·,·,-9.1%,4%,-2%,-2.0%,-3%,
CC1CN(c2ccccc2)CCN1Cc1nc(Cc2ccccc2)no1 (configuration not stated),-4%,-14,646,i,0.3,·,0.5%,5%,3%,0.3%,-4%,
CCC(=O)N1CCc2cc(Br)cc(S(=O)(=O)CCC(=O)NCc3ccco3)c21,1%,-19,673,i,0.2,-12%,-4.7%,4%,4%,0.4%,-4%,
O=C(NCc1ccco1)c1ccc2ccccc2n1,5%,1,655,i,0.1,·,-2.0%,-1%,4%,-0.4%,56%*,
CNc1ccccc(-c2ccc3cc4c(cc3n2)OCO4)c1=O,26%,1,670,i,1.4,-3%,-2.4%,13%,-12%,39%,-5%,
COc1cc(OC)cc(C(=O)NCC2CCCN(C(=O)c3csc(C(C)C)n3)C2)c1 (configuration not stated),1%,-8,697,i,1.2,-6%,·,1%,0%,-1.1%,1%,
Cc1cc(C(F)(F)F)nc(SCC(=O)NC2CC3CCC2C3)n1 (configuration not stated),-4%,11,655,i,1.0,-7%,-4.7%,2%,13%,-0.5%,0%,
O=C(CSc1nc(-c2ccccc2)cc(C(F)(F)F)n1)NCCN1CCOCC1,-2%,4,771,i,0.9,0%,-2.1%,-1%,7%,-1.7%,-4%,
O=C(CNS(=O)(=O)c1ccc([N+](=O)[O-])cc1)N/N=C/c1ccc(O)cc1O,8%,1,810,i,0.7,4%,·,-4%,38%,-0.5%,-3%,
O=C(NCCSCc1c(F)cccc1Cl)c1ccc(CN2CCOCC2)cc1,7%,-1,640,i,0.3,-5%,-1.2%,-3%,2%,1.8%,0%,
Fc1ccccc1Cn1nnc2c(-n3ccnc3)ncnc21,15%,·,·,i,0.5,-1%,-5.9%,-3%,8%,20%,-5%,
COCCn1c(SCC(=O)Nc2sc(C)c(C)c2C#N)nnc1C(C)C,-3%,-3,706,i,0.8,0%,-1.9%,3%,-2%,1.8%,-1%,
Cc1ccc(C)c(NC(=S)Nc2cccc3cnccc23)c1,62%,-6,678,i,0.6,16%,-4.7%,79%,30%,11%,3%,
COc1cc(/C=N/n2cnnc2)ccc1OC(=O)c1cccnc1,-4%,0,677,i,0.4,-2%,-9.8%,-6%,7%,0.3%,-3%,
CS(=O)(=O)c1ccc(Cl)c(S(=O)(=O)NCc2ccccc2)c1,6%,-2,777,i,4.3,-3%,-1.3%,-1%,0%,0.1%,-8%,
CCOC(=O)c1cccc(NC(=O)CN(c2ccc(OC)cc2)S(=O)(=O)c2c(C)noc2C)c1,2%,·,·,i,0.8,-7%,-7.8%,7%,9%,-0.7%,3%,
Cc1ccc(SCCC(=O)Nc2ccccc2Br)cc1,-5%,-2,650,i,0.1,-10%,-10%,-6%,-28%,-0.6%,-10%,
O=C(CCSc1nc2cc(Cl)ccc2o1)N1CCOCC1,-2%,23,679,i,1.6,0%,-2.3%,6%,10%,0.4%,-9%,
COc1cccc(/C=N/NC(=O)c2cccc([N+](=O)[O-])c2)c1OS(=O)(=O)c1ccccc1,0%,·,·,i,0.5,-4%,-1.7%,0%,14%,-3.5%,-4%,

# 14 entries already listed, ordered by number of heavy atoms, ascending.
SMILES,AID2073,Hep lipid drop,Hep lipid drop cells 6.5 µM,Myeloid diff 2,Myeloid diff 2 GFP+ MAC1+ %,NS5 inhibitors,XIAP antagonists,SIAH1 antagonists,NOD2 inhibition,HIV peptide binding,LYP phosphatase,others
O=C(NCc1ccco1)c1ccc2ccccc2n1,5%,1,655,i,0.1,·,-2.0%,-1%,4%,-0.4%,56%*,
O=C(CCSc1nc2cc(Cl)ccc2o1)N1CCOCC1,-2%,23,679,i,1.6,0%,-2.3%,6%,10%,0.4%,-9%,
Fc1ccccc1Cn1nnc2c(-n3ccnc3)ncnc21,15%,·,·,i,0.5,-1%,-5.9%,-3%,8%,20%,-5%,
CNc1ccccc(-c2ccc3cc4c(cc3n2)OCO4)c1=O,26%,1,670,i,1.4,-3%,-2.4%,13%,-12%,39%,-5%,
COc1cc(/C=N/n2cnnc2)ccc1OC(=O)c1cccnc1,-4%,0,677,i,0.4,-2%,-9.8%,-6%,7%,0.3%,-3%,
CC1CN(c2ccccc2)CCN1Cc1nc(Cc2ccccc2)no1 (configuration not stated),-4%,-14,646,i,0.3,·,0.5%,5%,3%,0.3%,-4%,
O=C(CNS(=O)(=O)c1ccc([N+](=O)[O-])cc1)N/N=C/c1ccc(O)cc1O,8%,1,810,i,0.7,4%,·,-4%,38%,-0.5%,-3%,
O=C(NCCSCc1c(F)cccc1Cl)c1ccc(CN2CCOCC2)cc1,7%,-1,640,i,0.3,-5%,-1.2%,-3%,2%,1.8%,0%,
O=C(CSc1nc(-c2ccccc2)cc(C(F)(F)F)n1)NCCN1CCOCC1,-2%,4,771,i,0.9,0%,-2.1%,-1%,7%,-1.7%,-4%,
COc1cc(OC)cc(C(=O)NCC2CCCN(C(=O)c3csc(C(C)C)n3)C2)c1 (configuration not stated),1%,-8,697,i,1.2,-6%,·,1%,0%,-1.1%,1%,
COc1cccc(/C=N/NC(=O)c2cccc([N+](=O)[O-])c2)c1OS(=O)(=O)c1ccccc1,0%,·,·,i,0.5,-4%,-1.7%,0%,14%,-3.5%,-4%,
CCOC(=O)c1cccc(NC(=O)CN(c2ccc(OC)cc2)S(=O)(=O)c2c(C)noc2C)c1,2%,·,·,i,0.8,-7%,-7.8%,7%,9%,-0.7%,3%,
COc1ccc(-c2nn(-c3ccccc3)cc2/C=C/C(=O)N2CCN(c3ccccn3)CC2)cc1,39%,11,719,i,1.8,-13%,-2.1%,-3%,-2%,0.5%,3%,
C[C@@H](C(=O)NCc1ccc(S(C)(=O)=O)cc1)[C@H]1C[C@]1(C)[C@H](NC(=O)OCc1ccccc1)c1ccccc1,-9%,-26,686,·,·,·,-9.1%,4%,-2%,-2.0%,-3%,

# The results go on:
SMILES,AID2073,Hep lipid drop,Hep lipid drop cells 6.5 µM,Myeloid diff 2,Myeloid diff 2 GFP+ MAC1+ %,NS5 inhibitors,XIAP antagonists,SIAH1 antagonists,NOD2 inhibition,HIV peptide binding,LYP phosphatase,others
CN(C)C(=O)Nc1cnc2ccccc2c1,-6%,·,·,i,0.5,-4%,-2.2%,3%,7%,1.7%,-5%,
CS(=O)(=O)N(CC(=O)N1CCc2ccccc2C1)c1cccc(F)c1,4%,-16,820,i,0.3,-10%,·,-1%,4%,-1.1%,-12%,NS5 inhibitors pilot replicate=-4.9
CC(C)Oc1ccc(CNC(=O)CCCN2C(=O)C(c3ccccc3)Oc3cccnc32)cc1 (configuration not stated),16%,-2,724,i,0.0,-10%,·,2%,20%,0.1%,2%,
CCC(CC)c1nnc(NC(=O)CS(=O)(=O)c2ccccc2)s1,2%,0,775,i,1.0,6%,·,2%,8%,1.9%,-13%,

# Compound activity (PubChem BioAssay)

# A portion of the library; count on the stated rates, not on these rows.
